MrgX1 antag: human MrgX1 receptor antagonism, primary screen; Q96LB2; MRGX1-HEK293 calcium flux, Fluo-4, BAM8-22 antagonism; active compounds read low; B-score at 10 µM; actives 1.3% (n = 310,000);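 active means calcium-response B-score plate-corrected more than 3 library SD below zero, starting fluorescence within 5 deviations, no agonist response on first addition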;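 further: peak minus trough fluorescence over baseline after final BAM8-22 challenge near maximal dose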
SKKanGAS inh: inhibitors of SKKanGAS S. pyogenes growth in kanamycin (SK-promoter or general growth effect). actives 1.3% (n = 300,000). inhibition, % at 7.5 µM. BacTiter-Glo, 6 h;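 active means mean replicate score, as percent of positive control median, at least 50; inconclusive means mean below 50 but one replicate at or above 50; inactive means mean and every replicate below 50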;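 further: strain carries kanamycin resistance gene driven by streptokinase promoter and grows in 40 µg/ml kanamycin; loss of luminescence reflects streptokinase promoter inhibition or plain growth inhibition; 0% = median of DMSO wells and 100% = positive control at its reference dose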
MrgX1 allo act: allosterically activates human MrgX1 receptor signaling; B-score at 10 µM; actives 0.63% (n = 310,000); MrgX1-HEK293, Fluo-4 calcium flux, FDSS; active compounds read high; AID 588675;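 active means plate-corrected calcium response at least 3 library SD above typical, normal starting fluorescence, not activating the receptor alone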;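 further: compound read alongside a low EC10 to EC30 dose of BAM8-22 agonist; peak minus trough fluorescence over baseline measured at the second addition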
RGS4 inh: human RGS4 inhibition; HEK293 M3R/RGS4 inducible, Fluo-4 calcium flux; active compounds read high; triggered by carbachol at its EC20; actives 0.45% (n = 310,000); AID 463165; B-score at 10 µM; P49798;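 active means B-score, a plate-corrected calcium signal, over three deviations above library mean, with baseline fluorescence within five deviations of library mean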;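 further: RGS4 expression induced by doxycycline in cells with stable M3 receptor; B-score is computed from the integrated fluorescence ratio over baseline after carbachol; higher B-score means a larger calcium signal and so more RGS4 inhibition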
HIF activator: HIF pathway transcriptional activation. U2OS HRE-luciferase reporter, luminescence; normalized: DMSO 0%, desferrioxamine 100%. activation, % at 7.5 µM (by protocol). actives 0.32% (n = 300,000);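 active means mean activation of at least 10% of the iron chelator positive control signal, with at least half of replicates also reaching 10%; inconclusive means mean and replicate majority disagree about reaching 10%; inactive means mean and most replicates under 10%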
RGS4 act: RGS4 potentiation or activation. B-score at 10 µM. HEK293 M3R/inducible RGS4, carbachol calcium flux Fluo4; active compounds read low. actives 0.92% (n = 310,000). AID 463111;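 active means B-score of the integrated calcium signal more than 4 SD below the library mean, with starting fluorescence not abnormally high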;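 further: negative B-score means reduced calcium response which marks RGS4 activation or potentiation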
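Material: Inducible-RGS4 HEK293 cells carrying M3 receptor; also added: carbachol at ECmax as muscarinic agonist stimulus; incubation: compound preincubation 20 min at room temperature before agonist; signal: Fluo4-AM (2 µM) calcium-flux fluorescence, kinetic read; measure: integrated calcium ratio converted to B score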
TRPC6 inh: inhibitors of mouse TRPC6 channel; HEK293-TRPC6, membrane potential dye, ACh-evoked depolarization; active compounds read low; B-score at 10 µM; actives 1.1% (n = 310,000); AID 2553;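 active means B-score under library mean minus 3 SD, initial fluorescence not abnormally high, positive integrated signal ratio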;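 further: B-score derived from integrated fluorescence ratio over the kinetic read; more negative B-score means stronger inhibition of depolarization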
TRPC6 activator: activators of mouse TRPC6 channel | Q61143 | HEK293-TRPC6 membrane potential dye fluorescence; active compounds read high | B-score at 10 µM | actives 0.13% (n = 310,000);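 active means B-score of the integrated fluorescence ratio above library mean plus 3 SD, and starting fluorescence ratio within library mean plus 5 SD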;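 further: higher score means more depolarization so channel activation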
MrgX1 ag: human MrgX1 receptor agonism, primary screen; Q96LB2; MrgX1-HEK293 cells, Fluo-4 calcium fluorescence, agonist mode; active compounds read high; B-score at 10 µM; actives 0.44% (n = 310,000); AID 588627;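 active means calcium response B-score plate-corrected fluorescence ratio at least 3 library SD, with starting fluorescence B-score inside 5 SD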
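System – MrgX1-expressing HEK293 cells · Incubation – cells plated overnight, dye loaded 0.5 h 37 °C, 0.5 h room temperature · Technique – kinetic Fluo-4 NW fluorescence of intracellular calcium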
Platelet DG rel: platelet dense granule release activity | AID 1663 | actives 0.22% (n = 300,000) | inhibition, %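 (compounds screened at 7.5 µM in platelet-rich plasma)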 | human platelet-rich plasma, SFLLRN dense granule ATP release, luminescence;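 active means mean replicate score, as percent of positive control, at or above 50; inconclusive means mean below 50 but at least one replicate at or above 50; inactive means mean and every replicate below 50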
TRPC4 inh: TRPC4 (mouse) channel inhibition | HEK293 TRPC4beta/mu-opioid, DAMGO-evoked Fluo4 calcium flux; active compounds read low | B-score at 10 µM | actives 0.39% (n = 300,000);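 active means B-score over 3 SD under the library average, no early fluorescence shift, positive overall ratio signal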
Target sequence (Q9QUQ5 whole entry, looked up): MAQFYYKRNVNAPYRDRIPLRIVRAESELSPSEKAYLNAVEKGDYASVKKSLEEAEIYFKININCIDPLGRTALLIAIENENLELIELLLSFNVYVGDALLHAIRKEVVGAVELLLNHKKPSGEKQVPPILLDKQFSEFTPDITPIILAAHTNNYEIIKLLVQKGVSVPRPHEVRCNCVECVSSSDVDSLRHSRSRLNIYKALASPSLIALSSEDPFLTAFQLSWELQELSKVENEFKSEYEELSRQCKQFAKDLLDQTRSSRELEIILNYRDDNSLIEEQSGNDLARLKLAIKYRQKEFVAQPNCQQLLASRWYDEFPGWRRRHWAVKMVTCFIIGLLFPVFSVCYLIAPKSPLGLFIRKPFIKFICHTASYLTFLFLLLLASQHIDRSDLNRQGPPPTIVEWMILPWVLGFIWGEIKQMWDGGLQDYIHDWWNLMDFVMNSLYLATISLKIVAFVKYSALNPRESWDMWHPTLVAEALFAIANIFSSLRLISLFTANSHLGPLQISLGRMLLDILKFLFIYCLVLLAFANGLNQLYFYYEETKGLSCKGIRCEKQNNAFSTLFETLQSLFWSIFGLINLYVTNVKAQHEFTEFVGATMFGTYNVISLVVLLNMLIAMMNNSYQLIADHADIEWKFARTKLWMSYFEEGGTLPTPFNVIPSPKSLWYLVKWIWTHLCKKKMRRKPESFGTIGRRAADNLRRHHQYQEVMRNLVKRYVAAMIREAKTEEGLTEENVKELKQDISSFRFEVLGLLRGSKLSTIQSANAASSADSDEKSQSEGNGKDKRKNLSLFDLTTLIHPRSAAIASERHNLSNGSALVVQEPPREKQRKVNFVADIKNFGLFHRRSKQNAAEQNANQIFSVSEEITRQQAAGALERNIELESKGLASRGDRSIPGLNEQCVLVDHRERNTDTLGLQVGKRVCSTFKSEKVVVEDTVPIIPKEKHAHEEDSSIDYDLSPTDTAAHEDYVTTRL
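Signal: kinetic Fluo4 fluorescence imaging of calcium influx. Material: stable TRPC4beta/mu-opioid receptor HEK293 cells. Probe or stimulus: DAMGO in two steps, submaximal then maximal.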
* = called active by the depositor.

NS(=O)(=O)c1ccc(CCNCc2cccnc2)cc1 was read as MrgX1 antag inactive, SKKanGAS inh 0, MrgX1 allo act inactive, RGS4 inh inactive, HIF activator -1.2, RGS4 act inactive, TRPC6 inh inactive, TRPC6 activator inactive, MrgX1 ag inactive, Platelet DG rel 13 and TRPC4 inh inactive.
C=CCn1cccc(C(=O)Nc2cc(OC)ccc2OC)c1=O was read as MrgX1 antag inactive, SKKanGAS inh 0, MrgX1 allo act inactive, RGS4 inh inactive, HIF activator -0.4, RGS4 act inactive, TRPC6 inh inactive, TRPC6 activator inactive, MrgX1 ag inactive, Platelet DG rel -2 and TRPC4 inh inactive.
N#CC1(NC(=O)Cn2ncc(Cl)c(Cl)c2=O)CCCCC1 was read as MrgX1 antag inactive, SKKanGAS inh -12, MrgX1 allo act inactive, RGS4 inh inactive, HIF activator -0.6, RGS4 act inactive, TRPC6 inh inactive, TRPC6 activator inactive, MrgX1 ag inactive, Platelet DG rel -15 and TRPC4 inh inactive.
For CC(C)C[C@@H](C(=O)NC1CC1)N1C(=O)N2CCc3c([nH]c4ccccc34)[C@@]2(C)C1=O the results were MrgX1 antag inactive, SKKanGAS inh 8, MrgX1 allo act inactive, RGS4 inh inactive, HIF activator -0.2, RGS4 act inactive, TRPC6 inh inactive, TRPC6 activator inactive, MrgX1 ag inactive, Platelet DG rel -1 and TRPC4 inh inactive.
For Cc1ccc(S(=O)(=O)NC(CC(=O)O)c2ccccc2)cc1 (centres undefined) the results were MrgX1 antag inactive, SKKanGAS inh -3, MrgX1 allo act inactive, RGS4 inh inactive, HIF activator -0.2, RGS4 act inactive, TRPC6 inh inactive, TRPC6 activator inactive, MrgX1 ag inactive, Platelet DG rel 6 and TRPC4 inh inactive.
COc1ccc(-c2[nH]ncc2N=Nc2cc(C)cc(C)c2)cc1 was read as MrgX1 antag inactive, SKKanGAS inh inconclusive, MrgX1 allo act inactive, RGS4 inh inactive, HIF activator 1.8, RGS4 act inactive, TRPC6 inh inactive, TRPC6 activator inactive, MrgX1 ag inactive, Platelet DG rel 3 and TRPC4 inh inactive.
For COc1ccc(-c2cc(C)nc3c(-c4ccccc4)cnn23)cc1 the results were SKKanGAS inh 3, RGS4 inh inactive, HIF activator 0.9, RGS4 act inactive, TRPC6 inh inactive, TRPC6 activator inactive, Platelet DG rel 2 and TRPC4 inh inactive.
For COC(=O)[C@H](C)NC(=O)NCc1ccc(S(N)(=O)=O)cc1 the results were MrgX1 antag inactive, SKKanGAS inh -3, MrgX1 allo act inactive, RGS4 inh inactive, HIF activator -0.2, RGS4 act inactive, TRPC6 inh inactive, TRPC6 activator inactive, MrgX1 ag inactive, Platelet DG rel 0 and TRPC4 inh inactive.
O=C(c1ccco1)N1CCN(C(=S)Nc2cc(F)cc(F)c2)CC1 was read as MrgX1 antag inactive, SKKanGAS inh -5, MrgX1 allo act inactive, RGS4 inh inactive, HIF activator 0.2, RGS4 act inactive, TRPC6 inh inactive, TRPC6 activator inactive, MrgX1 ag inactive, Platelet DG rel -4 and TRPC4 inh inactive.
Screening O=C(O)Cn1cc(/C=N/NC(=O)c2cc3cc(Br)ccc3o2)c2ccccc21 returned MrgX1 antag inactive, SKKanGAS inh 2, MrgX1 allo act inactive, RGS4 inh inactive, HIF activator 0.6, RGS4 act inactive, TRPC6 inh inactive, TRPC6 activator inactive, MrgX1 ag inactive, Platelet DG rel 5 and TRPC4 inh inactive.
Screening Cc1ccc(-c2cc(-c3ccccc3Cl)c(C#N)c(N)n2)o1 returned MrgX1 antag inactive, SKKanGAS inh 16, MrgX1 allo act inactive, RGS4 inh inactive, HIF activator -11, RGS4 act inactive, TRPC6 inh inactive, TRPC6 activator inactive, MrgX1 ag inactive, Platelet DG rel 1 and TRPC4 inh inactive.
`CCOc1ccc(C2C=C(c3ccc(F)cc3)Nc3ncnn32)cc1` (centres undefined) gave MrgX1 antag inactive, SKKanGAS inh 14, MrgX1 allo act 8.4*, RGS4 inh inactive, HIF activator 1.1, RGS4 act inactive, TRPC6 inh inactive, TRPC6 activator inactive, MrgX1 ag inactive, Platelet DG rel -4 and TRPC4 inh inactive.
O=C(c1ccccc1)N1CCC(CC2CC(c3cccc(Br)c3)=NO2)(C(=O)NCC2CCCCC2)CC1 (centres undefined) was read as MrgX1 antag inactive, SKKanGAS inh 26, MrgX1 allo act inactive, RGS4 inh inactive, HIF activator 0.4, RGS4 act inactive, TRPC6 inh inactive, TRPC6 activator inactive, MrgX1 ag inactive, Platelet DG rel -4 and TRPC4 inh inactive.
`O=C1C(=O)N(CCCc2ccccc2)c2ccccc21` gave MrgX1 antag inactive, SKKanGAS inh -3, MrgX1 allo act inactive, RGS4 inh inactive, HIF activator -0.7, RGS4 act inactive, TRPC6 inh inactive, TRPC6 activator inactive, MrgX1 ag 38*, Platelet DG rel 2 and TRPC4 inh inactive.
For CCC1(C)CC(C(CC(=O)O)c2ccc(C)cc2)CCO1 (centres undefined) the results were MrgX1 antag inactive, SKKanGAS inh -10, MrgX1 allo act inactive, RGS4 inh inactive, HIF activator 0.1, RGS4 act inactive, TRPC6 inh inactive, TRPC6 activator inactive, MrgX1 ag inactive, Platelet DG rel -8 and TRPC4 inh inactive.
OC(CN1CCN(c2ccccc2)CC1)Cn1c2ccccc2c2ccccc21 (centres undefined) was read as MrgX1 antag inactive, SKKanGAS inh 10, MrgX1 allo act inactive, RGS4 inh inactive, HIF activator 0.4, RGS4 act inactive, TRPC6 inh inactive, TRPC6 activator inactive, MrgX1 ag inactive, Platelet DG rel -4 and TRPC4 inh inactive.
For Cc1cccc(CSc2nc3nc(C)cc(C)n3n2)c1 the results were MrgX1 antag inactive, SKKanGAS inh 5, MrgX1 allo act inactive, RGS4 inh inactive, HIF activator -0.9, RGS4 act inactive, TRPC6 inh inactive, TRPC6 activator inactive, MrgX1 ag inactive, Platelet DG rel 9 and TRPC4 inh inactive.
`COc1cc(C=O)ccc1OCc1c(C)noc1C` gave MrgX1 antag inactive, SKKanGAS inh -11, MrgX1 allo act inactive, RGS4 inh inactive, HIF activator -0.2, RGS4 act inactive, TRPC6 inh inactive, TRPC6 activator inactive, MrgX1 ag inactive, Platelet DG rel -3 and TRPC4 inh inactive.
Screening CC(C)Nc1nc(-c2cccnc2)nc(-c2ccccc2)c1C#N returned MrgX1 antag inactive, SKKanGAS inh -11, MrgX1 allo act inactive, RGS4 inh inactive, HIF activator 0.1, RGS4 act inactive, TRPC6 inh inactive, TRPC6 activator inactive, MrgX1 ag inactive, Platelet DG rel 7 and TRPC4 inh inactive.
Screening CC(C(=O)N=c1sc2ccccc2n1C)N1C(=O)C2CC=CCC2C1=O (centres undefined) returned MrgX1 antag -4.7*, SKKanGAS inh -3, MrgX1 allo act inactive, RGS4 inh inactive, HIF activator 0.4, RGS4 act inactive, TRPC6 inh inactive, TRPC6 activator inactive, MrgX1 ag inactive, Platelet DG rel 16 and TRPC4 inh inactive.
For CCOc1ccc(C(=O)Nc2cccc3cccnc23)cc1 the results were MrgX1 antag inactive, SKKanGAS inh -4, MrgX1 allo act inactive, RGS4 inh inactive, HIF activator -15, RGS4 act inactive, TRPC6 inh inactive, TRPC6 activator inactive, MrgX1 ag inactive, Platelet DG rel -6 and TRPC4 inh inactive.
For Cc1ccc(S(=O)(=O)N2CCC(C(=O)O)CC2)cc1C(=O)O the results were MrgX1 antag inactive, SKKanGAS inh 2, MrgX1 allo act inactive, RGS4 inh inactive, HIF activator -0.4, RGS4 act inactive, TRPC6 inh inactive, TRPC6 activator inactive, MrgX1 ag inactive, Platelet DG rel -3 and TRPC4 inh inactive.
`CCN1CCN(c2nc(NCCO)c3ccccc3n2)CC1` gave MrgX1 antag inactive, SKKanGAS inh 0, MrgX1 allo act inactive, RGS4 inh inactive, HIF activator -0.1, RGS4 act inactive, TRPC6 inh inactive, TRPC6 activator inactive, MrgX1 ag inactive, Platelet DG rel 5 and TRPC4 inh inactive.
For COc1ccc2c(c1OC)C(=O)N(c1ccc3c(c1)CCC3)C2=O the results were MrgX1 antag inactive, SKKanGAS inh -13, MrgX1 allo act inactive, RGS4 inh inactive, HIF activator 0.1, RGS4 act inactive, TRPC6 inh inactive, TRPC6 activator inactive, MrgX1 ag inactive and Platelet DG rel -7.
For Cc1ccc(-c2ccc(C#N)c(=O)n2CC(=O)N(C)C)cc1 the results were MrgX1 antag inactive, SKKanGAS inh 3, MrgX1 allo act inactive, RGS4 inh inactive, HIF activator 0.4, RGS4 act inactive, TRPC6 inh inactive, TRPC6 activator inactive, MrgX1 ag inactive, Platelet DG rel 3 and TRPC4 inh inactive.
For O=C(NCc1ccccc1)c1ccc(S(=O)(=O)N2CCCC2)cc1 the results were MrgX1 antag inactive, SKKanGAS inh -4, MrgX1 allo act inactive, RGS4 inh inactive, HIF activator 0.2, RGS4 act inactive, TRPC6 inh inactive, TRPC6 activator inactive, MrgX1 ag inactive, Platelet DG rel 13 and TRPC4 inh inactive.
`CC(=C/c1ccc(C(C)C)cc1)/C=N/NC(=O)c1ccncc1` gave MrgX1 antag inactive, SKKanGAS inh 7, MrgX1 allo act inactive, RGS4 inh inactive, HIF activator 1.1, RGS4 act inactive, TRPC6 inh inactive, TRPC6 activator inactive, MrgX1 ag inactive, Platelet DG rel -3 and TRPC4 inh inactive.
`Cc1cc(Cl)c2oc(C(=O)N(C)CC3CCOCC3)c(C)c2c1` gave MrgX1 antag inactive, SKKanGAS inh -8, MrgX1 allo act inactive, RGS4 inh inactive, HIF activator 1.9, RGS4 act inactive, TRPC6 inh inactive, TRPC6 activator inactive, MrgX1 ag inactive, Platelet DG rel 0 and TRPC4 inh inactive.
For CSc1ccc(CN(C)C(=O)CSCC(=O)Nc2cc(C)on2)cc1 the results were MrgX1 antag inactive, SKKanGAS inh 5, MrgX1 allo act inactive, RGS4 inh inactive, HIF activator -0.2, RGS4 act inactive, TRPC6 inh inactive, TRPC6 activator inactive, MrgX1 ag inactive, Platelet DG rel -10 and TRPC4 inh inactive.

Screening results (PubChem)
